TRPC4 potent – allosteric potentiators of mouse TRPC4 channel; Q9QUQ5; HEK293 TRPC4beta/mu-opioid, DAMGO EC20, Fluo-4 Ca2+ flux; stronger effect = higher value; B-score at 10 µM; 0.42% of 310,000 active;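 active = B-score of calcium response area above 5 SD of library B-scores, with initial fluorescence ratio within 5 SD of library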;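 also: B-score of integrated fluorescence ratio over time as area under calcium response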
MrgX1 ag – human MrgX1 receptor agonism, primary screen. Q96LB2. MrgX1-HEK293 cells, Fluo-4 calcium fluorescence, agonist mode; stronger effect = higher value. B-score at 10 µM. 0.44% of 310,000 active. AID 588627;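 active = calcium response B-score plate-corrected fluorescence ratio at least 3 library SD, with starting fluorescence B-score inside 5 SD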
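Test system: Stable human MrgX1 HEK293 cell line | Schedule: Overnight plating before 1 h dye loading | Read-out basis: Baseline-normalised fluorescence change ratio, B-scored | Detection: Kinetic calcium dye fluorescence, Fluo-4 NW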
TRPC4 act – TRPC4 (mouse) channel activation; Q9QUQ5; HEK293 TRPC4beta/mu-opioid, Fluo4 calcium fluorescence; stronger effect = higher value; B-score at 10 µM; 0.49% of 310,000 active;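 active = B-score above 5 SD of library B-scores, and initial fluorescence ratio not above library mean plus 5 SD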;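 also: positive B-score marks a calcium rise read as TRPC4 activation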
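Technique: kinetic Fluo4 calcium fluorescence; Test system: TRPC4beta and mu-opioid receptor HEK293 stable cells; Measure: B-scored integrated calcium fluorescence ratio; Benchmarks: low control buffer alone, high control maximal DAMGO; Schedule: 45 min room-temperature Fluo4 loading, 110 s read.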
TRPC4 block – TRPC4 (mouse) channel inhibition; AID 2247; B-score at 10 µM; 0.39% of 300,000 active; HEK293 TRPC4beta/mu-opioid, DAMGO-evoked Fluo4 calcium flux; stronger effect = lower value; Q9QUQ5;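 active = B-score over 3 SD under the library average, no early fluorescence shift, positive overall ratio signal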
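Assay system – HEK293 line stably carrying TRPC4beta and mu-opioid receptor · Doses – single dose · Detection – Fluo4 calcium-dye fluorescence, kinetic read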
RGS4 block – human RGS4 inhibition | P49798 | HEK293 M3R/RGS4 inducible, Fluo-4 calcium flux; stronger effect = higher value; triggered by carbachol at its EC20 | B-score at 10 µM | 0.45% of 310,000 active;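 active = B-score, a plate-corrected calcium signal, over three deviations above library mean, with baseline fluorescence within five deviations of library mean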;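 also: RGS4 expression induced by doxycycline in cells with stable M3 receptor; B-score is computed from the integrated fluorescence ratio over baseline after carbachol; higher B-score means a larger calcium signal and so more RGS4 inhibition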
TRPC6 activator – mouse TRPC6 channel activation; HEK293-TRPC6 membrane potential dye fluorescence; stronger effect = higher value; AID 2550; Q61143; 0.13% of 310,000 active; B-score at 10 µM;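 active = B-score of the integrated fluorescence ratio above library mean plus 3 SD, and starting fluorescence ratio within library mean plus 5 SD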;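 also: higher score means more depolarization so channel activation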
ANO1 activ – activators or potentiators of mouse TMEM16A chloride channel; B-score at 10 µM; 0.3% of 340,000 active; Q8BHY3; HEK293 TMEM16A/YFP-H148Q/I152L, iodide quench fluorescence; stronger effect = lower value;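 active = fluorescence-ratio B-score plate-corrected deviation score at least 3 library SD below zero, with starting fluorescence score within 5 deviations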;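 also: channel opened by trigger with iodide after compound preincubation; score built on the fluorescence ratio of max minus min over baseline; more negative score means more quench and so TMEM16A activation or potentiation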
Target sequence (Q8BHY3 whole entry, looked up): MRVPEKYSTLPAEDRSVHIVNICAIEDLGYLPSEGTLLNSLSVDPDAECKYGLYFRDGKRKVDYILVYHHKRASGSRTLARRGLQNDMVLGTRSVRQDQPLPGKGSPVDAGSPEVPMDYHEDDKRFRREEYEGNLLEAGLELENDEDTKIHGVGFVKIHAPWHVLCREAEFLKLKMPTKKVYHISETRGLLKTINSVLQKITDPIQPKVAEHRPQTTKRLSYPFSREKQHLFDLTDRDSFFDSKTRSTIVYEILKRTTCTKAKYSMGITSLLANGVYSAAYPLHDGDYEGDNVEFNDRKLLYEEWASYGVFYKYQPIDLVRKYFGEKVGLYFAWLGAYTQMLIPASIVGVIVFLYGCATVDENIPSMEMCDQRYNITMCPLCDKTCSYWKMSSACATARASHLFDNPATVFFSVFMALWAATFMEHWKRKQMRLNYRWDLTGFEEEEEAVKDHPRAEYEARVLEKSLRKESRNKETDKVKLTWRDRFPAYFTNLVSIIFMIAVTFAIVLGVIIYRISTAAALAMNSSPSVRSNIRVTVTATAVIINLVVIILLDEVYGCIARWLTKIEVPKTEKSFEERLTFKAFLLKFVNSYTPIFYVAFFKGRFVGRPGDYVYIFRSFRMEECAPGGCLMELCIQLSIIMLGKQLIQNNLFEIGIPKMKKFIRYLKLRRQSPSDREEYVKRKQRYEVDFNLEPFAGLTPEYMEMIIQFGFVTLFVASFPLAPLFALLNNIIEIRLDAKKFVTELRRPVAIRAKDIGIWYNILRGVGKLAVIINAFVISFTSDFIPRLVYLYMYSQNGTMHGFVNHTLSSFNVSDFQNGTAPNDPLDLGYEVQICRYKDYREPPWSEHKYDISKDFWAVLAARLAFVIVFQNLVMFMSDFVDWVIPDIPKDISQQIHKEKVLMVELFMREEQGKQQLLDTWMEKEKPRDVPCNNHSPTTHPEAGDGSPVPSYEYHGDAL
MrgX1 PAM – allosterically activates human MrgX1 receptor signaling; 0.63% of 310,000 active; MrgX1-HEK293, Fluo-4 calcium flux, FDSS; stronger effect = higher value; B-score at 10 µM; Q96LB2;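 active = plate-corrected calcium response at least 3 library SD above typical, normal starting fluorescence, not activating the receptor alone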;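 also: compound read alongside a low EC10 to EC30 dose of BAM8-22 agonist; peak minus trough fluorescence over baseline measured at the second addition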
ANO1 block – inhibitors of mouse TMEM16A calcium-activated chloride channel; HEK293 TMEM16A/YFP iodide influx fluorescence, ionomycin; 1.2% of 310,000 active; Q8BHY3; AID 588511; normalized B-score (activity score, 25-100; higher = stronger inhibition) at 10 µM;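 active = ratio plate-corrected score three or more library SD toward inhibition, starting fluorescence score within five deviations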;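 also: score derived from kinetic fluorescence span divided by baseline fluorescence per well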
MrgX1 antag – human MrgX1 receptor antagonism, primary screen. AID 588676. Q96LB2. MRGX1-HEK293 calcium flux, Fluo-4, BAM8-22 antagonism; stronger effect = lower value. B-score at 10 µM. 1.3% of 310,000 active;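 active = calcium-response B-score plate-corrected more than 3 library SD below zero, starting fluorescence within 5 deviations, no agonist response on first addition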;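 also: peak minus trough fluorescence over baseline after final BAM8-22 challenge near maximal dose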
TRPC6 inhibitor – inhibitors of mouse TRPC6 channel. AID 2553. HEK293-TRPC6, membrane potential dye, ACh-evoked depolarization; stronger effect = lower value. 1.1% of 310,000 active. Q61143. B-score at 10 µM;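 active = B-score under library mean minus 3 SD, initial fluorescence not abnormally high, positive integrated signal ratio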;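 also: B-score derived from integrated fluorescence ratio over the kinetic read; more negative B-score means stronger inhibition of depolarization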
Calls only.

Screening COc1cc2c(cc1OC)CN(C(=O)Nc1ccccc1)CC2 returned TRPC4 potent inactive, MrgX1 ag inactive, TRPC4 act inactive, TRPC4 block inactive, RGS4 block inactive, TRPC6 activator inactive, ANO1 activ inactive, MrgX1 PAM inactive, ANO1 block inactive, MrgX1 antag inactive and TRPC6 inhibitor inactive.
`C=C(C(=O)Nc1ccccc1)c1ccc(C)cc1` gave TRPC4 potent inactive, MrgX1 ag inactive, TRPC4 act inactive, TRPC4 block inactive, RGS4 block inactive, TRPC6 activator inactive, ANO1 activ inactive, MrgX1 PAM inactive, ANO1 block inactive, MrgX1 antag inactive and TRPC6 inhibitor inactive.
`COc1ccc(C(CNS(=O)(=O)c2ccccc2)N2CCN(C)CC2)cc1` (configuration not stated) gave TRPC4 potent inactive, MrgX1 ag inactive, TRPC4 act inactive, TRPC4 block inactive, RGS4 block inactive, TRPC6 activator inactive, ANO1 activ inactive, MrgX1 PAM inactive, ANO1 block inactive, MrgX1 antag inactive and TRPC6 inhibitor inactive.
For CCCCNc1nc2ccccc2n1CC(=O)Nc1ccc2c(c1)OCCO2 the results were TRPC4 potent inactive, MrgX1 ag inactive, TRPC4 act inactive, TRPC4 block inactive, RGS4 block inactive, TRPC6 activator inactive, MrgX1 PAM inactive, ANO1 block inactive, MrgX1 antag inactive and TRPC6 inhibitor inactive.
`COc1ccc(C)cc1NC(=O)CCNC(=O)Cn1cnc2ccccc2c1=O` gave TRPC4 potent inactive, MrgX1 ag inactive, TRPC4 act inactive, TRPC4 block inactive, RGS4 block inactive, TRPC6 activator inactive, ANO1 activ inactive, MrgX1 PAM inactive, ANO1 block inactive, MrgX1 antag inactive and TRPC6 inhibitor inactive.
Screening Cc1cc(C)nc(N2CCC(C(=O)Nc3nnc(C)s3)CC2)n1 returned TRPC4 potent inactive, MrgX1 ag inactive, TRPC4 act inactive, TRPC4 block inactive, RGS4 block inactive, TRPC6 activator inactive, ANO1 activ inactive, MrgX1 PAM inactive, ANO1 block inactive, MrgX1 antag inactive and TRPC6 inhibitor inactive.
Screening CCN(CC)S(=O)(=O)c1ccc(C(=O)C(C#N)c2ccccn2)cc1 (configuration not stated) returned TRPC4 potent inactive, MrgX1 ag inactive, TRPC4 act inactive, TRPC4 block inactive, RGS4 block inactive, TRPC6 activator inactive, ANO1 activ inactive, MrgX1 PAM inactive, ANO1 block inactive, MrgX1 antag inactive and TRPC6 inhibitor inactive.
For Cn1c(=NC(=O)C2CC2)sc2cc(F)cc(F)c21 the results were TRPC4 potent inactive, MrgX1 ag inactive, TRPC4 act inactive, TRPC4 block inactive, RGS4 block inactive, TRPC6 activator inactive, ANO1 activ inactive, MrgX1 PAM inactive, ANO1 block inactive, MrgX1 antag inactive and TRPC6 inhibitor inactive.
For COc1ccc([N+](=O)[O-])cc1NC(=O)C(C)c1ccccc1 (configuration not stated) the results were TRPC4 potent inactive, MrgX1 ag inactive, TRPC4 act inactive, TRPC4 block inactive, RGS4 block inactive, TRPC6 activator inactive, ANO1 activ inactive, MrgX1 PAM inactive, ANO1 block inactive, MrgX1 antag inactive and TRPC6 inhibitor inactive.
For CCCCc1ccc(NC(=S)N2CCN(C)CC2)cc1 the results were TRPC4 potent inactive, MrgX1 ag inactive, TRPC4 act inactive, TRPC4 block inactive, RGS4 block inactive, TRPC6 activator inactive, ANO1 activ inactive, MrgX1 PAM inactive, ANO1 block inactive, MrgX1 antag inactive and TRPC6 inhibitor inactive.
Screening Cn1ccnc1Sc1nc2ccccc2nc1NS(=O)(=O)c1ccccc1 returned TRPC4 potent inactive, MrgX1 ag inactive, TRPC4 act inactive, TRPC4 block inactive, RGS4 block inactive, TRPC6 activator inactive, ANO1 activ inactive, MrgX1 PAM inactive, ANO1 block inactive, MrgX1 antag inactive and TRPC6 inhibitor inactive.
Screening CCC(O)C1CCN(C(=O)c2cc(COc3ccc(F)cc3F)on2)CC1 (configuration not stated) returned TRPC4 potent inactive, MrgX1 ag inactive, TRPC4 act inactive, TRPC4 block inactive, RGS4 block inactive, TRPC6 activator inactive, ANO1 activ inactive, MrgX1 PAM inactive, ANO1 block inactive, MrgX1 antag inactive and TRPC6 inhibitor inactive.
For Cc1nn(-c2ccccc2)c(C)c1NC(=O)COC(=O)c1cc(Cl)ccc1O the results were TRPC4 potent inactive, MrgX1 ag inactive, TRPC4 act inactive, TRPC4 block inactive, RGS4 block inactive, TRPC6 activator inactive, ANO1 activ inactive, MrgX1 PAM inactive, ANO1 block inactive, MrgX1 antag inactive and TRPC6 inhibitor inactive.
For Cc1ccnc(NC(=O)CSc2cc(=O)n(C)c3ccccc23)c1 the results were TRPC4 potent inactive, MrgX1 ag inactive, TRPC4 act inactive, TRPC4 block inactive, RGS4 block inactive, TRPC6 activator inactive, ANO1 activ inactive, MrgX1 PAM inactive, ANO1 block inactive, MrgX1 antag inactive and TRPC6 inhibitor inactive.
COc1ccc(CC(=O)NCC2CCCN(Cc3cc(OC)cc(OC)c3)C2)cc1 (configuration not stated) was read as TRPC4 potent inactive, MrgX1 ag inactive, TRPC4 act inactive, TRPC4 block inactive, RGS4 block inactive, TRPC6 activator inactive, ANO1 activ inactive, MrgX1 PAM inactive, ANO1 block inactive, MrgX1 antag inactive and TRPC6 inhibitor inactive.
`CCOC(=O)C1CCCN(C(=O)c2ccccc2SCCOC)C1` (configuration not stated) gave TRPC4 potent inactive, MrgX1 ag inactive, TRPC4 act inactive, TRPC4 block inactive, RGS4 block inactive, TRPC6 activator inactive, ANO1 activ inactive, MrgX1 PAM inactive, ANO1 block inactive, MrgX1 antag inactive and TRPC6 inhibitor inactive.
For CCOC(=O)CSC1=C(C#N)C(c2ccc(C)cc2)C(C(=O)OC)C(=O)N1 (configuration not stated) the results were TRPC4 potent inactive, MrgX1 ag inactive, TRPC4 act inactive, TRPC4 block inactive, RGS4 block inactive, TRPC6 activator inactive, ANO1 activ inactive, MrgX1 PAM inactive, ANO1 block inactive, MrgX1 antag inactive and TRPC6 inhibitor inactive.
For COC(=O)c1c(C(=O)OC)c(-c2ccc(Cl)cc2)n2c1CS(=O)(=O)C2 the results were TRPC4 potent inactive, MrgX1 ag inactive, TRPC4 act inactive, TRPC4 block inactive, RGS4 block inactive, TRPC6 activator inactive, ANO1 activ inactive, MrgX1 PAM inactive, ANO1 block inactive, MrgX1 antag inactive and TRPC6 inhibitor inactive.
COc1ccc(N2CCN(C(=O)Cc3ccc(Br)cc3)CC2)cc1 was read as TRPC4 potent inactive, MrgX1 ag inactive, TRPC4 act inactive, TRPC4 block inactive, RGS4 block inactive, TRPC6 activator inactive, ANO1 activ inactive, MrgX1 PAM inactive, ANO1 block inactive, MrgX1 antag inactive and TRPC6 inhibitor inactive.
For Cc1cc(C)c(-n2c(SCc3nc4ccccc4s3)n[nH]c2=O)c(C)c1 the results were TRPC4 potent inactive, MrgX1 ag inactive, TRPC4 act inactive, TRPC4 block inactive, RGS4 block inactive, TRPC6 activator inactive, ANO1 activ inactive, MrgX1 PAM inactive, ANO1 block inactive, MrgX1 antag inactive and TRPC6 inhibitor inactive.
For COc1cc2c(=O)nc3n(c2cc1OC)C(c1ccccc1)N=C(N)N3 (configuration not stated) the results were TRPC4 potent inactive, TRPC4 act inactive, TRPC4 block inactive, RGS4 block inactive, TRPC6 activator inactive and TRPC6 inhibitor inactive.
O=S(=O)(Nc1ccc(S(=O)(=O)N2CCCCC2)cc1)c1cccs1 was read as TRPC4 potent inactive, MrgX1 ag inactive, TRPC4 act inactive, TRPC4 block inactive, RGS4 block inactive, TRPC6 activator inactive, ANO1 activ inactive, MrgX1 PAM inactive, ANO1 block inactive, MrgX1 antag inactive and TRPC6 inhibitor inactive.
Screening Cc1occc1C(=O)N(C)CC1CCCN(CCc2ccccc2F)C1 (configuration not stated) returned TRPC4 potent inactive, MrgX1 ag inactive, TRPC4 act inactive, TRPC4 block inactive, RGS4 block inactive, TRPC6 activator inactive, ANO1 activ inactive, MrgX1 PAM inactive, ANO1 block inactive, MrgX1 antag inactive and TRPC6 inhibitor inactive.
Screening COc1cccc(-n2ccnc2SCC(=O)N2CCCc3ccccc32)c1 returned TRPC4 potent inactive, MrgX1 ag inactive, TRPC4 act inactive, TRPC4 block inactive, RGS4 block inactive, TRPC6 activator inactive, ANO1 activ inactive, MrgX1 PAM inactive, ANO1 block inactive, MrgX1 antag inactive and TRPC6 inhibitor inactive.
Screening CCN1C(=O)S/C(=C/c2cn(C)c3ccccc23)C1=O returned TRPC4 potent inactive, MrgX1 ag inactive, TRPC4 act inactive, TRPC4 block inactive, RGS4 block inactive, TRPC6 activator inactive, ANO1 activ inactive, MrgX1 PAM inactive, ANO1 block inactive, MrgX1 antag inactive and TRPC6 inhibitor inactive.
`COc1cc(/C=C2/NC(=O)N(c3cccc(Cl)c3)C2=O)ccc1O` gave TRPC4 potent inactive, MrgX1 ag inactive, TRPC4 act inactive, TRPC4 block inactive, RGS4 block inactive, TRPC6 activator inactive, ANO1 activ inactive, MrgX1 PAM inactive, ANO1 block inactive, MrgX1 antag inactive and TRPC6 inhibitor inactive.
`Cn1c(CCN2CCCCC2)nc2cc(NC(=O)Nc3ccccc3)ccc21` gave TRPC4 potent inactive, MrgX1 ag inactive, TRPC4 act inactive, TRPC4 block inactive, RGS4 block inactive, TRPC6 activator inactive, ANO1 activ inactive, MrgX1 PAM inactive, ANO1 block inactive, MrgX1 antag inactive and TRPC6 inhibitor inactive.
For CC1CC(C)CN(C(=O)CSc2nc(N)cc(=O)[nH]2)C1 (configuration not stated) the results were TRPC4 potent inactive, MrgX1 ag inactive, TRPC4 act inactive, TRPC4 block inactive, RGS4 block inactive, TRPC6 activator inactive, ANO1 activ inactive, MrgX1 PAM inactive, ANO1 block inactive, MrgX1 antag inactive and TRPC6 inhibitor inactive.
